GSTO1 inh – blocks human GSTO1 in RBBP9 counter-screen; recombinant GSTO1, activity-based probe fluorescence polarization; inhibition, % at 5.96 µM; hit rate 1.1% among 300,000; AID 1974;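 active = inhibition above the campaign mean inhibition plus 3 SD, cut at about 35% in these data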;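 note: 0% = GSTO1-1 with DMSO and 100% = wells lacking GSTO1-1 enzyme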
Target sequence (P78417 whole entry, looked up): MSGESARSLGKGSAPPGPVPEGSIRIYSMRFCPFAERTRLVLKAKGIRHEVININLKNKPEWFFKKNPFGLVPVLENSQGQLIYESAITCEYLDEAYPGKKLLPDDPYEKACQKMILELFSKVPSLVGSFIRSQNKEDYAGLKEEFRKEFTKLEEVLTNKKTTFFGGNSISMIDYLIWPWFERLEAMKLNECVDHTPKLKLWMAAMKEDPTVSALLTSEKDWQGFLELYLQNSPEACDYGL
PME-1 inh – blocks human protein phosphatase methylesterase 1. hit rate 0.53% among 320,000. recombinant PME-1, FP-Rh probe fluorescence polarization. inhibition, % at 5.9 µM. AID 2130;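 active = inhibition above the campaign mean of all compounds plus 3 SD, cut at about 26% in these data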;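 note: competitive labeling of PME-1 active site by serine hydrolase directed probe; 0% = PME-1 with DMSO and 100% = wells lacking PME-1 enzyme; inhibitors block probe labeling so polarization falls and inhibition rises; many of its hits are not listed in these tables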
Target sequence (Q9Y570 whole entry, looked up): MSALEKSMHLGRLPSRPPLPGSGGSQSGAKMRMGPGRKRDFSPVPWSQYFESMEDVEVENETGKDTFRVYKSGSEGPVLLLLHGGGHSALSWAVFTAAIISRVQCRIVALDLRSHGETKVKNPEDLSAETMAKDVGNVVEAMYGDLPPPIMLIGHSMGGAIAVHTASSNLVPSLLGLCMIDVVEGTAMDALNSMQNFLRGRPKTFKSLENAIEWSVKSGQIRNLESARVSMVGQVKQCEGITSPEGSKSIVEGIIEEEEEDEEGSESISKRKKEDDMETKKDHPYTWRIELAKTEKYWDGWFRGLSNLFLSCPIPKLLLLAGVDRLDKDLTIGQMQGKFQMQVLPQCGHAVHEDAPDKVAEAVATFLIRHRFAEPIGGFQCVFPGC
PAFAH2 inh – inhibitors of human PAFAH2; Q99487; recombinant PAFAH2, FP-rhodamine activity probe, fluorescence polarization; inhibition, % at 3.39 µM; hit rate 0.99% among 340,000; AID 492956;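 active = inhibition above the mean over all tested compounds plus 3 SD, cut at about 30% in these data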;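 note: inhibitors block probe labeling of enzyme so polarization drops; 0% = enzyme with DMSO and 100% = wells lacking PAFAH2 protein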
pPAFAH inh – inhibitors of human plasma PAF acetylhydrolase (pPAFAH); Q13093; hit rate 1.5% among 330,000; inhibition, % at 3.39 µM; recombinant pPAFAH, FP-rhodamine probe fluorescence polarization; AID 463082;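 active = inhibition above the mean inhibition across the screen plus 3 SD, cut at about 25% in these data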;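 note: inhibitors block binding of the rhodamine activity-based probe so polarization drops; 0% = enzyme with DMSO and 100% = wells lacking pPAFAH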
LYPLA1 inh – counter-screen for PME1 inhibitors: inhibitors of human LYPLA1; O75608; recombinant LYPLA1, FP-Rh probe fluorescence polarization; inhibition, % at 5.9 µM; hit rate 0.16% among 320,000; AID 2174;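 active = inhibition above the mean of all tested compounds plus 3 SD, set per campaign, cut at about 14% in these data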;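 note: inhibitors block serine hydrolase probe labeling of LYPLA1 so polarization falls; 0% = enzyme with DMSO and 100% = wells lacking LYPLA1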
Target sequence (O75608 whole entry, looked up): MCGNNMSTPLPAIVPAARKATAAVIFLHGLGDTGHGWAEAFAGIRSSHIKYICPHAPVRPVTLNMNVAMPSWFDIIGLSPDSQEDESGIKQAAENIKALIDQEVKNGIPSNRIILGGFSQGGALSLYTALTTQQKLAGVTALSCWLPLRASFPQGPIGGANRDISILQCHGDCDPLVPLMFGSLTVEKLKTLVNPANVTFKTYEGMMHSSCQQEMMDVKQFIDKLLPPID
PAFAH1B3 inh – blocks human PAF acetylhydrolase 1B catalytic subunit 3. Q15102. recombinant PAFAH1B3, FP-rhodamine probe, fluorescence polarization. inhibition, % at 3.39 µM. hit rate 0.28% among 340,000. AID 492972;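 active = inhibition above the screen-wide average of all tested compounds plus 3 SD, cut at about 25% in these data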;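 note: 0% = enzyme with DMSO only and 100% = wells lacking PAFAH1B3 protein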
Target sequence (Q15102 whole entry, looked up): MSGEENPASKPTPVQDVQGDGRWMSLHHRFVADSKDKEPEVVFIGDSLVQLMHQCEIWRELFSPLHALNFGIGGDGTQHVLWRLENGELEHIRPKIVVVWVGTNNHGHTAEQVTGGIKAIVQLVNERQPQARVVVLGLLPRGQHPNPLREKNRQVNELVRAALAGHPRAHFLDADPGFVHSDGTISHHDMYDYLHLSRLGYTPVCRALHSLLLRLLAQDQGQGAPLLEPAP
Fam108B inh – Fam108B inhibition, counter-screen for RBBP9 inhibitors; recombinant Fam108B, FP-Rh probe fluorescence polarization; inhibition, % at 9.51 µM; hit rate 0.33% among 300,000;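 active = inhibition above the screen mean inhibition plus 3 SD, computed separately per campaign, cut at about 18% in these data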;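 note: inhibitors lower polarization as less probe binds the enzyme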
PAFAH1B2 inh – PAFAH1B2 (human) inhibition. inhibition, % at 3.39 µM. P68402. hit rate 1.2% among 340,000. recombinant PAFAH1B2, FP-rhodamine activity probe, fluorescence polarization. AID 492953;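 active = inhibition above the mean of all tested compounds plus 3 SD, cut at about 24% in these data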;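 note: 0% = enzyme with DMSO and 100% = wells lacking PAFAH1B2; many of its hits are not listed in these tables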
PAD4 inh – blocks human protein arginine deiminase 4; AID 485272; hit rate 0.41% among 330,000; inhibition, % at 6.36 µM; recombinant PAD4, RCA probe fluorescence polarization;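 active = percent inhibition above a cutoff equal to the mean of all tested compounds plus 3 SD, cut at about 15% in these data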;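 note: 0% = PAD4 with RCA probe and DMSO and 100% = probe without PAD4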
Starred values were filed as active, the others as inactive.

Results for O=C1C(Cl)=C(NCC2CCCO2)C(=O)N1CCc1ccccc1 (centres undefined) ?
GSTO1 inh: 20; PME-1 inh: -2; PAFAH2 inh: -4; pPAFAH inh: 6; LYPLA1 inh: -1; PAFAH1B3 inh: 7; Fam108B inh: 2; PAFAH1B2 inh: 5; PAD4 inh: -6

How did Cc1cc(C)n2nc(SCC(=O)N/N=C/c3ccc(F)cc3)nc2n1 do in these assays?
GSTO1 inh: 7; PME-1 inh: 1; PAFAH2 inh: 5; pPAFAH inh: 0; LYPLA1 inh: 0; PAFAH1B3 inh: 6; Fam108B inh: 7; PAFAH1B2 inh: 3; PAD4 inh: -6

How did CCCCCOC(=O)Cn1c(=O)c2c(nc(N3CCOCC3)n2C)n(C)c1=O do in these assays?
GSTO1 inh: -4; PME-1 inh: -1; PAFAH2 inh: 0; pPAFAH inh: -1; LYPLA1 inh: 1; PAFAH1B3 inh: 7; Fam108B inh: 1; PAFAH1B2 inh: 6; PAD4 inh: 0

Results for CN(C)CCN(Cc1ccco1)C(=O)c1cc2c(Cl)nc3ccccc3c2s1 ?
GSTO1 inh: -2; PME-1 inh: 0; PAFAH2 inh: 3; pPAFAH inh: 2; LYPLA1 inh: -6; PAFAH1B3 inh: 11; Fam108B inh: 1; PAFAH1B2 inh: 6; PAD4 inh: 4

How did O=C(CN1C(=O)NC2(CCc3ccccc32)C1=O)c1ccc(F)cc1 (centres undefined) do in these assays?
GSTO1 inh: -1; PME-1 inh: 5; PAFAH2 inh: -1; pPAFAH inh: 2; LYPLA1 inh: 1; PAFAH1B3 inh: 7; Fam108B inh: 7; PAFAH1B2 inh: 3; PAD4 inh: 3

Results for O=C(COC(=O)c1cccc(F)c1)NC(=O)NC1CCCC1 ?
PME-1 inh: 0; PAFAH2 inh: 12; pPAFAH inh: 2; LYPLA1 inh: -1; PAFAH1B3 inh: 4; PAFAH1B2 inh: 4; PAD4 inh: 3

What do the screens show for `Nc1nc2c(s1)C(=O)CCC2`?
GSTO1 inh: 3; PME-1 inh: 3; PAFAH2 inh: 1; pPAFAH inh: -2; LYPLA1 inh: -2; PAFAH1B3 inh: 4; Fam108B inh: 3; PAFAH1B2 inh: 3; PAD4 inh: 6

How did CC(C)c1ccc(O)c(NC(=O)c2cncc(Br)c2)c1 do in these assays?
GSTO1 inh: 6; PME-1 inh: -5; PAFAH2 inh: 8; pPAFAH inh: 1; LYPLA1 inh: -5; PAFAH1B3 inh: 1; Fam108B inh: 4; PAFAH1B2 inh: 7; PAD4 inh: 0

What do the screens show for `CCC(=O)Nc1ccccc1C(=O)OCC(=O)Nc1ccc(S(N)(=O)=O)cc1`?
GSTO1 inh: 8; PME-1 inh: -1; PAFAH2 inh: 6; pPAFAH inh: -4; LYPLA1 inh: -4; PAFAH1B3 inh: -1; Fam108B inh: -1; PAFAH1B2 inh: -2; PAD4 inh: -3

How did NC(=O)C1CCCN(C(=O)c2cccc(S(=O)(=O)N3CCCCCC3)c2)C1 (centres undefined) do in these assays?
PME-1 inh: 14; PAFAH2 inh: 4; pPAFAH inh: 1; LYPLA1 inh: 4; PAFAH1B3 inh: -3; PAFAH1B2 inh: -3; PAD4 inh: 3

Results for O=C(CCN1C(=O)C2C3CCC(C3)C2C1=O)Nc1ccccc1Cl (centres undefined) ?
GSTO1 inh: 4; PME-1 inh: 1; PAFAH2 inh: 2; pPAFAH inh: -4; LYPLA1 inh: -1; PAFAH1B3 inh: 3; Fam108B inh: 5; PAFAH1B2 inh: 3; PAD4 inh: 5

How did CCOCCCNC(=O)C1CCCN1C(=O)NC1CCCCC1 (centres undefined) do in these assays?
GSTO1 inh: 1; PME-1 inh: -4; PAFAH2 inh: 2; pPAFAH inh: -4; LYPLA1 inh: -1; PAFAH1B3 inh: -5; Fam108B inh: 2; PAFAH1B2 inh: 0; PAD4 inh: -3

3 compounds from above, arranged by molecular weight, lowest first.
Results for O=C1C(Cl)=C(NCC2CCCO2)C(=O)N1CCc1ccccc1 (centres undefined) ?
GSTO1 inh: 20; PME-1 inh: -2; PAFAH2 inh: -4; pPAFAH inh: 6; LYPLA1 inh: -1; PAFAH1B3 inh: 7; Fam108B inh: 2; PAFAH1B2 inh: 5; PAD4 inh: -6

How did Cc1cc(C)n2nc(SCC(=O)N/N=C/c3ccc(F)cc3)nc2n1 do in these assays?
GSTO1 inh: 7; PME-1 inh: 1; PAFAH2 inh: 5; pPAFAH inh: 0; LYPLA1 inh: 0; PAFAH1B3 inh: 6; Fam108B inh: 7; PAFAH1B2 inh: 3; PAD4 inh: -6

How did NC(=O)C1CCCN(C(=O)c2cccc(S(=O)(=O)N3CCCCCC3)c2)C1 (centres undefined) do in these assays?
PME-1 inh: 14; PAFAH2 inh: 4; pPAFAH inh: 1; LYPLA1 inh: 4; PAFAH1B3 inh: -3; PAFAH1B2 inh: -3; PAD4 inh: 3

Next results follow.
What do the screens show for `Cc1ccnc(NC(=O)c2cccc(S(=O)(=O)N3CCOCC3)c2)c1`?
GSTO1 inh: 3; PME-1 inh: 1; PAFAH2 inh: 0; pPAFAH inh: 1; LYPLA1 inh: -2; PAFAH1B3 inh: 1; Fam108B inh: -3; PAFAH1B2 inh: 7; PAD4 inh: 3

What do the screens show for `CC(C)(C)C(=O)Nc1nnc(COc2ccc(Cl)cc2)s1`?
GSTO1 inh: 3; PME-1 inh: -1; PAFAH2 inh: -1; pPAFAH inh: 3; LYPLA1 inh: -2; PAFAH1B3 inh: -4; Fam108B inh: -1; PAFAH1B2 inh: 14; PAD4 inh: 1

Results for OCCNc1nc(Nc2cc(Cl)ccc2OC2CCCC2)nc(N2CCCC2)n1 ?
GSTO1 inh: 4; PME-1 inh: -2; PAFAH2 inh: -7; pPAFAH inh: 7; LYPLA1 inh: -6; PAFAH1B3 inh: 1; Fam108B inh: 1; PAFAH1B2 inh: 10; PAD4 inh: -1

How did Cc1ccc(S(=O)(=O)NCC(=O)NC2CC2)cc1 do in these assays?
GSTO1 inh: 5; PME-1 inh: 5; PAFAH2 inh: 2; pPAFAH inh: 1; LYPLA1 inh: -1; PAFAH1B3 inh: 8; Fam108B inh: -4; PAFAH1B2 inh: 4; PAD4 inh: 3

What do the screens show for `Cc1ccc(C(=O)O[C@H](C(=O)O)[C@H](OC(=O)c2ccc(C)cc2)C(=O)O)cc1`?
GSTO1 inh: 3; PME-1 inh: -8; PAFAH2 inh: 4; pPAFAH inh: 0; LYPLA1 inh: -4; PAFAH1B3 inh: 7; Fam108B inh: -1; PAFAH1B2 inh: 5; PAD4 inh: 7

Results for Cc1ccc2nc(NC(=O)Cc3cccs3)sc2c1 ?
GSTO1 inh: 4; PME-1 inh: 0; PAFAH2 inh: 1; pPAFAH inh: 0; LYPLA1 inh: -1; PAFAH1B3 inh: 1; Fam108B inh: -2; PAFAH1B2 inh: 5; PAD4 inh: 10

Results for COc1cccc(-n2c(=O)c3sccc3n(CC(=O)NC3CCCCC3)c2=O)c1 ?
GSTO1 inh: -2; PME-1 inh: 0; PAFAH2 inh: 4; pPAFAH inh: 0; LYPLA1 inh: 0; PAFAH1B3 inh: 12; Fam108B inh: -3; PAFAH1B2 inh: 1; PAD4 inh: -6

What do the screens show for `Oc1ccc(/C=N/Nc2ncnc3nc[nH]c23)cc1`?
GSTO1 inh: -7; PME-1 inh: -1; PAFAH2 inh: -1; pPAFAH inh: 5; LYPLA1 inh: -1; PAFAH1B3 inh: -2; Fam108B inh: 1; PAFAH1B2 inh: 7; PAD4 inh: -3

What do the screens show for `COc1cccc(NC(=O)Nc2ccc3c(c2)N(C)C(=O)CS3)c1`?
GSTO1 inh: -8; PME-1 inh: 32*; PAFAH2 inh: 1; pPAFAH inh: 11; LYPLA1 inh: -22; PAFAH1B3 inh: 12; Fam108B inh: 15; PAFAH1B2 inh: 2; PAD4 inh: -6

What do the screens show for `COc1ccccc1-n1c(CNC(=O)c2ccc(S(=O)(=O)N3CCOCC3)cc2)n[nH]c1=S`?
GSTO1 inh: 17; PME-1 inh: -10; PAFAH2 inh: -4; pPAFAH inh: -1; LYPLA1 inh: -1; PAFAH1B3 inh: -1; Fam108B inh: 2; PAFAH1B2 inh: 3; PAD4 inh: 1

Results for CCOC(=O)NC(=O)/C(C=Nc1ccc(Cl)c(Cl)c1Cl)=C(\C)O ?
GSTO1 inh: -2; PME-1 inh: 1; PAFAH2 inh: -7; pPAFAH inh: 5; LYPLA1 inh: 2; PAFAH1B3 inh: 5; Fam108B inh: 0; PAFAH1B2 inh: -1; PAD4 inh: -1

What do the screens show for `O=C(NCc1ccncc1)Nc1ccccc1Cl`?
GSTO1 inh: 0; PME-1 inh: 6; PAFAH2 inh: 9; pPAFAH inh: 5; LYPLA1 inh: 3; PAFAH1B3 inh: 3; Fam108B inh: -1; PAFAH1B2 inh: 1; PAD4 inh: 3

Pulled by compound from the entries so far (2):
What do the screens show for `COc1cccc(NC(=O)Nc2ccc3c(c2)N(C)C(=O)CS3)c1`?
GSTO1 inh: -8; PME-1 inh: 32*; PAFAH2 inh: 1; pPAFAH inh: 11; LYPLA1 inh: -22; PAFAH1B3 inh: 12; Fam108B inh: 15; PAFAH1B2 inh: 2; PAD4 inh: -6

Results for OCCNc1nc(Nc2cc(Cl)ccc2OC2CCCC2)nc(N2CCCC2)n1 ?
GSTO1 inh: 4; PME-1 inh: -2; PAFAH2 inh: -7; pPAFAH inh: 7; LYPLA1 inh: -6; PAFAH1B3 inh: 1; Fam108B inh: 1; PAFAH1B2 inh: 10; PAD4 inh: -1

(listing goes on)
How did Nc1nnc(SCC(=O)NNC(=O)c2ccc(Cl)cc2)s1 do in these assays?
PME-1 inh: 0; PAFAH2 inh: 5; pPAFAH inh: 1; LYPLA1 inh: 1; PAFAH1B3 inh: 3; PAFAH1B2 inh: -3; PAD4 inh: -5

Results for CCn1c(CCNC(=O)c2ccc(Cl)cc2Cl)n[nH]c1=S ?
GSTO1 inh: -2; PME-1 inh: -2; PAFAH2 inh: -3; pPAFAH inh: -1; LYPLA1 inh: 0; PAFAH1B3 inh: 3; Fam108B inh: 0; PAFAH1B2 inh: 4; PAD4 inh: 2

What do the screens show for `CC(NC(=O)COC(=O)C1CC1C)c1cccc(Cl)c1` (centres undefined)?
PAFAH2 inh: 36*; pPAFAH inh: 7; PAFAH1B3 inh: 7; PAFAH1B2 inh: 0; PAD4 inh: -3

Results for COc1ccc(NS(=O)(=O)c2cc(NC(=O)COc3ccccc3)ccc2N2CCOCC2)cc1 ?
PAFAH2 inh: 0; pPAFAH inh: 5; PAFAH1B3 inh: 9; PAFAH1B2 inh: 4; PAD4 inh: 1

How did CCOC(=O)C1Nc2ccc(C(=O)O)cc2C2C=CCC12 (centres undefined) do in these assays?
GSTO1 inh: 27; PME-1 inh: -39; PAFAH2 inh: 18; pPAFAH inh: 40*; LYPLA1 inh: -14; PAFAH1B3 inh: 49*; Fam108B inh: 18; PAFAH1B2 inh: 24; PAD4 inh: -16

Results for COc1ccc(C(=O)NCCC(C)C)cc1S(=O)(=O)N1CCOCC1 ?
GSTO1 inh: 1; PME-1 inh: 4; PAFAH2 inh: 1; pPAFAH inh: -6; LYPLA1 inh: 0; PAFAH1B3 inh: 17; Fam108B inh: 2; PAFAH1B2 inh: 6; PAD4 inh: 5

How did COCC(C)NC(C(=O)Nc1ccc(Cl)c([N+](=O)[O-])c1)c1ccccc1 (centres undefined) do in these assays?
GSTO1 inh: 1; PME-1 inh: 7; PAFAH2 inh: -1; pPAFAH inh: 1; LYPLA1 inh: 0; PAFAH1B3 inh: -9; Fam108B inh: 1; PAFAH1B2 inh: 5; PAD4 inh: 1

Assay outcomes from PubChem.

An excerpt; count on the stated rates, not on these rows.
